Screens deposited in PubChem by NCI.
Growth percent in the NCI-60 one-dose screen (48 h, 10 µM unless noted): 100 = growth as untreated, 0 = no growth, -100 = all killed.
MCF7: MCF7 breast cancer; actives 6.3% (n = 82,000); AID 1794796
BT-549: BT-549 breast cancer. actives 4.4% (n = 78,000). AID 1794793
HS 578T: HS 578T breast cancer; actives 4.1% (n = 78,000); AID 1794788
MDA-MB-468: MDA-MB-468 breast cancer. actives 8.5% (n = 78,000)
K-562: K-562 leukemia; actives 7.4% (n = 78,000); AID 1794777
T-47D: T-47D breast cancer | actives 5% (n = 79,000) | AID 1794792
LOX IMVI: LOX IMVI melanoma | actives 7.4% (n = 79,000) | AID 1794757
MDA-MB-231: MDA-MB-231 breast cancer; AID 1794789; actives 5% (n = 81,000)
* hit, by the source's call; / = not tested or not shown. Rule for the calls: active = growth percent below 10; inactive = the rest.

SMILES	MCF7	BT-549	HS 578T	MDA-MB-468	K-562	T-47D	LOX IMVI	MDA-MB-231
O=C1O/C(=C2\C=C(c3ccccc3)OC2=O)C=C1c1ccccc1	97	/	108	83	112	99	106	101
OCC1OC(n2cnc3c(N/N=C\c4ccccn4)ncnc32)C(O)C1O (stereo not drawn)	17	44	14	-24*	18	25	11	43
COc1ccc(NC(=O)NNC2=NC(c3ccc(Cl)cc3)C(C(C)=O)=C(C)N2)cc1 (stereo not drawn)	97	83	110	99	96	107	105	96
COc1c2ccoc2cc2oc(-c3ccc(Cl)cc3)cc(=O)c12	100	115	106	93	73	88	95	93
CCc1c(C(=O)NC)[nH]c(C)c1C(C)=O	97	93	112	103	94	92	106	105
CC(=O)c1ccc(C(C)(C)C)cc1	95	102	/	/	103	98	98	107
COc1ccccc1CCC(=O)O	101	107	102	116	106	93	102	108
Nc1c(C(=O)Nc2ccncc2)sc2nc3c(cc12)CCCCCC3	78	69	83	88	64	50	85	103
CCOC(=O)N/C(=C1/OCCN1C)[P+](c1ccccc1)(c1ccccc1)c1ccccc1	42	75	62	-11*	41	66	58	60
CC(CC(=O)c1ccccc1)c1ccccc1 (stereo not drawn)	105	107	118	96	102	104	/	119
Cc1ccc(Cc2cnc(NC(=O)c3ccc(-n4cnnn4)cc3)s2)cc1	52	92	90	64	23	60	39	88
CC1(C)OCC([C@H]2O[P@](=O)(c3ccccc3)[C@@H](NCc3ccccc3)[C@H]3OC(C)(C)O[C@H]32)O1 (stereo partly drawn)	93	108	98	94	115	107	94	100
O=S(=O)(c1ccc(N=Cc2ccccc2O)cc1)N(c1ccccc1)C1C=CC=CC1 (stereo not drawn)	112	94	96	91	96	88	96	102
O=C(c1ccccc1)c1ccc(Cl)cc1	97	104	/	/	114	88	96	96
c1ccc(Sc2ccccc2)cc1	98	100	115	102	112	100	104	109
C=C(C)[C@@H]1CC[C@]2(C)[C@H](CC[C@@H]3[C@H]4[C@@H](OC(=O)C(F)(F)F)C(C)(C)CC[C@]4(C(=O)O)CC[C@]32C)[C@@]1(C)CCC#N	59	84	71	59	62	60	81	81
CC(=O)c1c(C)c(C)c(C)c(C(C)=O)c1C	101	/	100	105	92	111	98	108
CC(c1ccccc1)C(OC(=O)c1cccc([N+](=O)[O-])c1C(=O)O)c1ccccc1 (stereo not drawn)	108	102	118	113	114	99	105	108
FC(F)(F)c1ccc(/C=C/c2cc(/C=C/c3ccc(C(F)(F)F)cc3)n(-c3ccccc3)n2)cc1	98	99	115	117	88	92	101	106
Nc1ccc(Oc2ccc(-c3ccccc3)cc2)cc1	101	91	112	107	101	105	104	111

The list goes on, starting with the last five of the part before.
SMILES	MCF7	BT-549	HS 578T	MDA-MB-468	K-562	T-47D	LOX IMVI	MDA-MB-231
C=C(C)[C@@H]1CC[C@]2(C)[C@H](CC[C@@H]3[C@H]4[C@@H](OC(=O)C(F)(F)F)C(C)(C)CC[C@]4(C(=O)O)CC[C@]32C)[C@@]1(C)CCC#N	59	84	71	59	62	60	81	81
CC(=O)c1c(C)c(C)c(C)c(C(C)=O)c1C	101	/	100	105	92	111	98	108
CC(c1ccccc1)C(OC(=O)c1cccc([N+](=O)[O-])c1C(=O)O)c1ccccc1 (stereo not drawn)	108	102	118	113	114	99	105	108
FC(F)(F)c1ccc(/C=C/c2cc(/C=C/c3ccc(C(F)(F)F)cc3)n(-c3ccccc3)n2)cc1	98	99	115	117	88	92	101	106
Nc1ccc(Oc2ccc(-c3ccccc3)cc2)cc1	101	91	112	107	101	105	104	111
COc1cc(-c2nn(Cc3ccccc3)c3c2-c2oncc2CC3)cc(OC)c1OC	55	84	139	95	65	62	62	57
CCc1c(Nc2ccc(Cl)c(Cl)c2)[nH]c(N)nc1=S	82	97	91	/	94	79	97	91
OCC1OC(n2cnc3c(SCc4ccccc4)nc(F)nc32)C(O)C1O (stereo not drawn)	93	106	90	100	114	102	99	111
CC(=Nc1ccccc1)C1=C(O)C(Cc2ccc(F)cc2)NC1=O (stereo not drawn)	16	37	32	/	12	28	36	70
N#Cc1cc(-c2nc3ccccc3s2)c(=O)n(NS(=O)(=O)c2ccc(Cl)cc2)c1N	100	105	100	100	97	97	97	87
COc1ccccc1Cc1sc(NC(C)=O)nc1OC(C)=O	100	108	99	99	97	78	93	95
CCN1CCN(CC(=O)N2c3cccc4cccc(c34)N(C(=O)CN3CCN(CC)CC3)C2c2cn(-c3ccccc3)nc2-c2cccc([N+](=O)[O-])c2)CC1	-29*	81	70	-48*	-53*	-71*	-82*	-66*
O=C1/C(=C/c2ccccc2)Oc2ccc(O)c(O)c21	65	40	35	81	17	68	24	79
CSCCC(C(=O)O)N1C(=O)/C(=C/c2ccc(O)c(O)c2)SC1=S (stereo not drawn)	93	110	104	100	109	95	103	97
Cc1nc2cc(O)c(O)cc2cc1Oc1ccc(NC(=O)Nc2ccc(Cl)c(Cl)c2)cc1	76	82	105	/	54	62	0.5*	45
Nc1nc(=O)n(C2CC(O)C(CO)O2)cc1Cl (stereo not drawn)	70	101	93	104	101	93	101	113
COc1cc(NC(C)CCCNC(C)C)c2ncccc2c1OC (stereo not drawn)	94	94	92	33	104	32	83	89
Cc1ccc(S(=O)(=O)Oc2c(Cl)cc(Cl)cc2Cl)cc1	104	/	81	101	96	/	99	99
O=C1c2c(c3c4cc(Br)ccc4[nH]c3c3ccc4ccccc4c23)C(=O)N1O	43	93	117	62	72	69	68	82
C#Cc1cc(OC)c(C(=O)Nc2ccc(F)cc2C(=O)Nc2cccc(S(=O)(=O)C(F)(F)F)c2)cn1	13	1.8*	-20*	-31*	5.6*	23	-82*	-24*
COc1cc(Br)cc2cc(C(=O)CSc3nc4ccccc4c(=O)n3-c3ccccc3)c(=O)oc12	93	107	94	105	103	88	98	96
O=C(C(c1ccccc1)c1ccccc1)N1CCN(S(=O)(=O)c2ccc(F)cc2)CC1	96	116	99	97	87	91	104	102
N#CC1=C(N)Oc2n[nH]c(-c3ccccn3)c2C1c1ccco1 (stereo not drawn)	82	102	111	105	99	94	97	115
Oc1ccc2cc(Br)ccc2c1-c1c(O)ccc2cc(Br)ccc12	37	/	50	91	54	58	62	50
COC(=O)Cc1cccnc1	111	106	116	/	119	133	106	116

Profiles, looked up by structure:
`CCc1c(Nc2ccc(Cl)c(Cl)c2)[nH]c(N)nc1=S` is listed as MCF7: 82; BT-549: 97; HS 578T: 91; MDA-MB-468: /; K-562: 94; T-47D: 79; LOX IMVI: 97; MDA-MB-231: 91
`COc1cc(Br)cc2cc(C(=O)CSc3nc4ccccc4c(=O)n3-c3ccccc3)c(=O)oc12` is listed as MCF7: 93; BT-549: 107; HS 578T: 94; MDA-MB-468: 105; K-562: 103; T-47D: 88; LOX IMVI: 98; MDA-MB-231: 96

Continuation.
SMILES	MCF7	BT-549	HS 578T	MDA-MB-468	K-562	T-47D	LOX IMVI	MDA-MB-231
COc1ccc(-c2nc(/C=C3/C(=O)Nc4ccc(F)cc43)c3ccccn23)cc1	49	104	118	105	87	100	93	89
S=C(NCCCN1CCN(CCCNC(=S)NC2CCCCC2)CC1)NC1CCCCC1	99	108	103	88	95	98	86	95
C=C(C)[C@@H]1CC[C@]2(C(=O)N3CCN(CC)CC3)CC[C@]3(C)[C@H](CC[C@@H]4[C@@]5(C)CCC(=O)C(C)(C)[C@@H]5CC[C@]43C)[C@@H]12	90	95	101	108	88	84	97	107
CCCCC(O)Cn1ncc(C(=O)OCC)c1NC(=O)Nc1ccccc1F (stereo not drawn)	95	83	97	103	82	/	98	85
CC1=CCC2C(=O)N(c3cc(C)on3)C(=O)C2C1 (stereo not drawn)	96	111	92	110	100	/	100	/
CC(O)CC(C)CO (stereo not drawn)	97	/	127	116	96	102	107	126
CC(=O)Oc1ccc(C2OC(c3ccc4ccccc4c3OC(C)=O)=NN2C(C)=O)c(OC(C)=O)c1 (stereo not drawn)	16	31	60	-14*	4.1*	25	4.7*	40
Cc1ccc(N[C@H]2[C@H]3OC(C)(C)O[C@H]3[C@@H](C3COC(C)(C)O3)O[P@]2(=O)c2ccccc2)cc1 (stereo partly drawn)	97	113	93	97	111	102	94	116
CCC(=O)Oc1ccc(/C(=C(/CC)c2ccccc2)c2ccc(OCCN3CCCCC3)cc2)cc1	52	105	115	115	116	69	101	110
CNC(=O)c1ccccc1C1(O)c2ccccc2CCc2ccccc21	113	106	124	98	89	91	90	89
COc1cc2c(c(OC)c1OC)COC2=O	92	115	103	102	102	106	/	108
Nc1cc([N+](=O)[O-])ccc1C(=O)O	102	109	110	96	103	96	98	105
N/C(=N\S(=O)(=O)c1ccc2ccccc2c1)Nc1nc2ccccc2[nH]1	73	80	89	49	31	65	84	76
CCCCc1nc2c(N)nc3ccccc3c2n1Cc1ccc(CNC(=O)OC(C)(C)C)cc1	43	84	82	58	18	69	60	75
CC(=O)C1CCCC1=O (stereo not drawn)	104	/	94	102	100	105	98	99
COc1cc([C@H]2c3c(O)c(O)c4oc5ccccc5c(=O)c4c3[C@@H]3C=C(C)CC(C)(C)[C@H]23)c2c(=O)c3ccccc3oc2c1O	38	62	43	86	26	38	29	56
COc1ccc(-n2c(C)cc(-c3ccccc3)c2C)cc1	28	47	74	-6.9*	16	27	42	6.5*
CN(C)c1ccc(-c2nc(SCC(=O)N3CCN(c4cc5c(cc4F)c(=O)c(C(=O)O)cn5C4CC4)CC3)nc(Cl)c2C#N)cc1	92	101	95	97	97	95	96	100
COc1ccc(/C=N/C2=C(C#N)C(c3ccc(N(C)C)cc3)c3ccc4ccccc4c3O2)cc1 (stereo not drawn)	45	48	59	84	15	72	37	53
C(CCN1CCCCC1)=C(c1ccccc1)c1ccccc1	85	92	99	99	92	81	98	91
Cc1nn(-c2c(F)c(F)c(F)c(F)c2F)c(C)c1N=Nc1ccccc1	78	97	96	88	71	51	84	100
Cc1c2c(c(C)c3c1oc1cc(O)ccc13)C(=O)N(CCN1CCCCC1)C2=O	90	98	90	100	4.0*	91	95	83
COc1cc(NC(C)CCCN)c2nc(C)ccc2c1OC (stereo not drawn)	47	103	105	/	79	90	106	76
Cc1ccc2c(c1)CCCN2	99	88	100	122	92	107	99	90
Cc1cc(C)c(NC(=O)N(CCCl)N=O)cc1C	54	116	/	88	107	120	114	115
COc1ccc(-n2nc(C(=O)NCc3cc(F)cc(F)c3)nc2-c2cc(OC)c(OC)c(OC)c2)cc1OC	90	89	101	85	121	83	96	83
CCc1ccc(-c2cc(/C=N\O)no2)cc1	101	89	96	92	117	109	102	108
CCOC(=O)c1nc2cc(C#N)ccn2c1C(=O)c1ccc(Br)cc1	93	96	110	103	109	98	100	109
CCC(CCC#N)(CCC#N)C(=O)c1ccc(C)o1	101	101	96	110	/	101	92	98
COc1ccc(C2C=C(C)N=C3SC=C(C)N32)cc1 (stereo not drawn)	95	104	102	100	126	101	101	99
Clc1cc(Cl)c(-c2nc(-c3ccccc3)no2)cn1	46	103	92	70	85	/	83	101
CCCCCCCCCCCCCCC(C(=O)OCC)C(=O)OCC	99	104	/	96	121	101	119	101
Nc1onc(CCCO)c1-c1nc2ccccc2c(=O)[nH]1	88	107	101	/	102	104	100	114
CCOP(=O)(CCN1CCN(CCCCCOc2cc3c(cc2OC)C(=O)N2CCC[C@H]2C=N3)CC1)OCC	36	53	84	/	36	46	22	74
CCN(C(=O)c1cc2ncccc2[nH]1)[C@H]1CCC[C@@H](NCc2cccc(F)c2)C1	96	104	109	107	105	78	95	91
COc1cc(NCC(O)CN2CCCCC2C)c2ncccc2c1 (stereo not drawn)	73	84	73	52	/	/	87	72
N#CCc1nc(N)nc(Nc2ccc(S(N)(=O)=O)cc2)n1	91	103	104	98	92	95	103	100
CCOC(=O)C1=C(C)n2nc(CC#N)c(C#N)c2NC1c1ccc(F)cc1 (stereo not drawn)	88	96	113	108	119	125	93	95
CCCCC(CC)COc1ccc(-c2nc(-c3ccc(OC)cc3)nc(-c3ccc(OCC(CC)CCCC)cc3O)n2)c(O)c1 (stereo not drawn)	103	95	106	117	/	107	104	106
COc1cc(-c2nn(-c3cccc(NC(=O)CN4CCCCC4)c3)cc2-c2ccncc2)ccc1Cl	81	86	75	85	94	105	76	83
Cc1ccc(CO)cc1	97	105	/	107	109	97	113	100
CC(C)(C)CC1OC1CSC#N (stereo not drawn)	93	115	/	98	98	106	106	111
c1coc(C2OCCO2)c1	100	110	101	96	94	96	99	104
CC(C)Cn1c(O)c(N=Nc2nc(-c3cc4ccccc4oc3=O)cs2)c2ccccc21	90	113	99	101	110	101	99	98
c1ccc2c(-c3nc4ccccc4[nH]3)cccc2c1	17	24	45	-15*	14	36	35	41
CCN1C/C(=C\c2ccc(Cl)cc2)C(=O)/C(=C/c2ccc(Cl)cc2)C1	99	109	96	117	84	95	96	98
CCN(CC)c1ccc(C(=NO)c2ccc(N(CC)CC)cc2)cc1	60	91	98	83	36	87	79	97

Of the compounds above, these contain two or more sulfur atoms:
SMILES	MCF7	BT-549	HS 578T	MDA-MB-468	K-562	T-47D	LOX IMVI	MDA-MB-231
N#Cc1cc(-c2nc3ccccc3s2)c(=O)n(NS(=O)(=O)c2ccc(Cl)cc2)c1N	100	105	100	100	97	97	97	87
CSCCC(C(=O)O)N1C(=O)/C(=C/c2ccc(O)c(O)c2)SC1=S (stereo not drawn)	93	110	104	100	109	95	103	97
S=C(NCCCN1CCN(CCCNC(=S)NC2CCCCC2)CC1)NC1CCCCC1	99	108	103	88	95	98	86	95
